Screening data as filed in PubChem.
Vc quorum ag: induces V. cholerae light production without autoinducers. V. cholerae BH1578 lux reporter, luminescence, 6 h. activation, % at 18.7 µM. 350,000 compounds, 0.16% hits. AID 588436; in the data active means activation mostly above about 9.7%, no sharp cut-off; further: not every result past the cut was called active; inactives centre near 0; reference of the scale not given here
TcdB inh: blocks C. difficile toxin B glycohydrolase activity; 350,000 compounds, 0.24% hits; inhibition, % at 9.99 µM; P18177; TcdB glycohydrolase enzymatic assay, plate reader; in the data active means inhibition above about 10%
Target sequence (P18177 whole entry, looked up): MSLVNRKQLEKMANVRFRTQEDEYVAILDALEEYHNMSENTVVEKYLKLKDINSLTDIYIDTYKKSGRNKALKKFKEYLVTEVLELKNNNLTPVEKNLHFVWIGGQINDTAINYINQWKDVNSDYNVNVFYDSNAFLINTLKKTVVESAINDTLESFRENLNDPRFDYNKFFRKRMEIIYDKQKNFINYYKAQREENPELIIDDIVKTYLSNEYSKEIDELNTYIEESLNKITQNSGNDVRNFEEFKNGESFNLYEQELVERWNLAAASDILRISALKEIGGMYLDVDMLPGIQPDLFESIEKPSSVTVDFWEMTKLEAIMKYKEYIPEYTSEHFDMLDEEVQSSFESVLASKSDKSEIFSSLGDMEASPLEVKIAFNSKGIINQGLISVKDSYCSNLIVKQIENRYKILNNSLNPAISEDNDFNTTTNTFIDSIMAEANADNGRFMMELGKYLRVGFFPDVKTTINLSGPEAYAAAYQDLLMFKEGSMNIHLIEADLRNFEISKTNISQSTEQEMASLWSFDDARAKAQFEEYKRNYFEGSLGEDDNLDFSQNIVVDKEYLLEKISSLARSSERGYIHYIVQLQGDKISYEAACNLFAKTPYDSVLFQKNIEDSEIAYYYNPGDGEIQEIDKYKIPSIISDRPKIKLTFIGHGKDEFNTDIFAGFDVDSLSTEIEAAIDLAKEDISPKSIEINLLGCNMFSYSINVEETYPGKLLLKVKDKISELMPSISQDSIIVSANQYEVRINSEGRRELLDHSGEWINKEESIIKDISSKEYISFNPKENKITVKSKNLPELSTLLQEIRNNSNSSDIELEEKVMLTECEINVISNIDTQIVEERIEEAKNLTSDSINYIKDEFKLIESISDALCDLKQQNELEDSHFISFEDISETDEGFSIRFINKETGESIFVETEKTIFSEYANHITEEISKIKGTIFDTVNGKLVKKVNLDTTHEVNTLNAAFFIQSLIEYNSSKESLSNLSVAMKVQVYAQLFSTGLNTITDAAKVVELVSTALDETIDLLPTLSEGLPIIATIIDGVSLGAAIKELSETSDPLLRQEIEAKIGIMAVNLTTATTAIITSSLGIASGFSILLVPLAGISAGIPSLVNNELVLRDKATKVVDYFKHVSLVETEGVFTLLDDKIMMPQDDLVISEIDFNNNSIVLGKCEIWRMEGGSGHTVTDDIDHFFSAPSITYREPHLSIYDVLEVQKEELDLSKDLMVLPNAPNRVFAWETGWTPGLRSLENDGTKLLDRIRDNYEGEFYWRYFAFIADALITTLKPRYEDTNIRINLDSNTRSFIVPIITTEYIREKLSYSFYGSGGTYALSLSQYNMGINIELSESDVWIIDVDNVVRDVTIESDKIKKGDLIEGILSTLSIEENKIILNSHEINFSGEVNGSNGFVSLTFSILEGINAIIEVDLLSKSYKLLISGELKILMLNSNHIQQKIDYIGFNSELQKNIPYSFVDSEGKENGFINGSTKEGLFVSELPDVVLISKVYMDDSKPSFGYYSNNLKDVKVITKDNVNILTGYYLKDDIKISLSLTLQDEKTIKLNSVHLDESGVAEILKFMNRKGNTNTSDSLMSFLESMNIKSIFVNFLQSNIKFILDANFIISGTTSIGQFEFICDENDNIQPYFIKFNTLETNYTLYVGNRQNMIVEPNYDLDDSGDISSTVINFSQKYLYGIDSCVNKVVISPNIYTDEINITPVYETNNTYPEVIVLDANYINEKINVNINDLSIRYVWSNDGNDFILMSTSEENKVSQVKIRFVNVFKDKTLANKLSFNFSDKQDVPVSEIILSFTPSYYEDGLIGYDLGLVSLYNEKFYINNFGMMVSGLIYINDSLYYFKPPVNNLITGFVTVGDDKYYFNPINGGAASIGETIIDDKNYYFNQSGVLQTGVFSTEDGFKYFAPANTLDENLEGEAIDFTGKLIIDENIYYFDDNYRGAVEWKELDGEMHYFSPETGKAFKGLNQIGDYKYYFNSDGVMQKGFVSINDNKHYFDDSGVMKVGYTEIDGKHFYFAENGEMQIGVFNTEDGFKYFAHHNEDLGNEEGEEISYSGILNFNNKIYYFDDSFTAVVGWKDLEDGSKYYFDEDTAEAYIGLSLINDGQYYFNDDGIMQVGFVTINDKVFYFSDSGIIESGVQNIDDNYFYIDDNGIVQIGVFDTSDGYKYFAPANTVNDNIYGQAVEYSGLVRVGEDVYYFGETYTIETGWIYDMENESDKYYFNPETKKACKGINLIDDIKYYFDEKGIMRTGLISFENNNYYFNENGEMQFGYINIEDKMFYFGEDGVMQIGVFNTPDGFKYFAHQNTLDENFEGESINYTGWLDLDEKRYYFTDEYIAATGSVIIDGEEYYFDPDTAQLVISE
Y pestis TopoI: Y. pestis Topo-I inhibition via cleavage products | Y. pestis Topo-I cleavage product accumulation, plate reader | activity, % at 10 µM | 360,000 compounds, 0.064% hits | AID 504884; in the data active means activity above about 50%, passing the limit was not always enough; further: inactives centre near 2
PriA SSB inh: K. pneumoniae PriA-SSBct interaction inhibition. AlphaScreen SSBct-PriA binding, biotinylated peptide. inhibition, % at 33 µM. 430,000 compounds, 0.6% hits. AID 1272365; in the data active means inhibition mostly above about 37%, no sharp cut-off; inactive means mostly below about 20%;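 further: plate controls were negative control peptide for no effect and reference peptide for full effect; strong numbers were not always called active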
Rv3671c protease: inhibits the M. tuberculosis serine protease Rv3671c; 320,000 compounds, 0.048% hits; AID 2606; inhibition, % at 5.96 µM; P9WHR9; in the data active means inhibition above about 38%;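 further: extracellular domain of Rv3671c used as enzyme; 0% = enzyme with DMSO and 100% = no enzyme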
VHR inh abs: inhibitors of human VHR1 phosphatase (DUSP3). inhibition, % at 13.3 µM. 290,000 compounds, 0.52% hits. recombinant VHR phosphatase, pNPP absorbance. P51452; in the data active means inhibition above about 50%; further: some compounds called inactive have numbers as strong as hits
3CLpro inhibitor: SARS-CoV 3CLpro protease inhibition; P0C6X7; recombinant SARS-CoV 3CLpro, quenched FRET peptide cleavage; inhibition, % at 6 µM; 290,000 compounds, 0.14% hits; AID 1706; in the data active means inhibition above about 12%
PfHsp40 rescue: compounds rescuing yeast from Plasmodium falciparum HSP40 toxicity | S. cerevisiae expressing PfHsp40, growth rescue, ATP luminescence | growth rescue, % at 12.5 µM | 340,000 compounds, 0.68% hits | AID 504582; in the data active means growth rescue above about 28%, passing the limit was not always enough;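 further: yeast W303a lacking pdr1 and pdr3 grown in galactose medium; growth measured after three days at 30 °C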
MazEF act: activators of E. coli MazEF toxin-antitoxin RNase; P0AE70; activation, % at 20 µM; FAM/BHQ RNA-DNA oligo cleavage fluorescence, 5 h; 350,000 compounds, 0.32% hits; in the data active means activation above about 50%
Anthrax LF prot: anthrax lethal factor protease inhibition; 360,000 compounds, 0.12% hits; multiplex microsphere protease cleavage assay, LF; P15917; inhibition, % at 10 µM; in the data active means inhibition above about 30%; further: plate controls were buffer without enzyme for full effect and enzyme alone for no effect
* hit, by the source's call; i = inactive; · = no result given. Only part of the results is shown, so the mix of outcomes need not match the whole.

nr	Compound	Anthrax LF prot	PfHsp40 rescue	PriA SSB inh	Y pestis TopoI	Rv3671c protease	Vc quorum ag	MazEF act	VHR inh abs	3CLpro inhibitor	TcdB inh
1	O=C(Nc1ccc(F)cc1F)c1c(C(F)(F)F)ccnc1Oc1ccccc1	6.5	·	-8.3	0.6	-5.7	i	3.9	9.1	1.8	0.8
2	COc1cccc(/C=N/Nc2ncc(C)c(=O)[nH]2)c1OC	-5.5	17.5	·	-1.0	-1.9	-1.0	5.3	23.6	-0.9	1.4
3	Cn1c(CN2CCCC2)nc2cc(NC(=O)c3ccc(Cl)cc3)ccc21	-6.5	-0.9	13.8	5.7	-12.6	2.2	-0.4	-28.6	1.6	0.1
4	CN(C)C(=S)NC1CCS(=O)(=O)C1 (stereo unspecified)	-4.4	-0.6	-9.0	-1.0	-7.2	i	8.0	22.3	2.5	1.5
5	O=C(c1cccn(Cc2cccc(Cl)c2)c1=O)N1CCOCC1	-17.1	0.7	-3.6	-4.4	-4.5	i	13.1	24.7	-2.1	·
6	COc1ccc(Nc2nc(C)c(-c3ccccc3)s2)cc1	-3.3	1.9	-4.1	-4.7	7.5	-3.4	-0.8	28.2	4.8	·
7	Cc1cc(C)cc(N(CCC#N)C(=O)COC(=O)C2CCN(c3ccc(C(F)(F)F)cn3)CC2)c1	-5.5	2.2	-16.6	10.9	4.2	i	-2.3	·	·	-1.5
8	COc1cc(NC(=O)COc2ccc([N+](=O)[O-])cc2)ccc1NC(=O)c1ccco1	-2.2	·	·	-5.3	·	-0.8	-6.4	·	·	-0.1
9	COc1ccc(-n2nnnc2SCC(=O)Nc2c(C)n[nH]c2C)cc1	4.7	-1.1	0.0	1.6	4.2	i	10.2	·	·	-0.1
10	CCCCN1CC(COCc2ccccc2)Oc2cccc(Oc3ccc(F)cc3)c2S1(=O)=O (stereo unspecified)	2.1	7.2	-11.3	27.6	·	-0.6	3.9	·	·	-0.7
11	O=c1c2cn(Cc3ccc(F)cc3)c3ccccc3c-2nn1Cc1ccc(F)cc1	-1.4	0.1	-4.2	-1.8	·	0.6	-6.5	14.8	-1.4	0.0
12	N#Cc1ncc(Cc2ccccc2)nc1C#N	-5.0	0.3	12.2	-4.7	4.3	-0.2	11.9	13.9	-1.2	-0.1
13	CCOCCCNC(=O)Cn1ncc2c(=O)oc3ccccc3c21	-2.4	-0.6	-4.4	0.6	0.5	-0.3	7.9	20.9	-5.9	0.9
14	O=C(NCc1cccs1)NC1CCCCC1	-3.7	0.3	-4.7	-5.4	-8.2	-0.5	2.4	-7.7	4.2	·
15	O=C(NCCCc1ccccc1)c1cccs1	0.2	-0.2	-10.4	8.0	4.2	i	6.0	26.9	0.1	1.6
16	Cc1cccc(C)c1NC(=O)C1C2C=CC(C2)C1C(=O)NCc1ccccn1 (stereo unspecified)	-3.2	-1.0	-6.0	7.9	3.4	1.6	8.5	15.6	2.6	0.6
17	CC(C)CCNC(=O)COC(=O)c1cc(Br)c(Br)s1	-0.1	0.1	-5.0	4.8	3.9	i	0.2	14.7	3.1	-0.6
18	COc1ccc(N/C(N)=N/c2nc(C)cc(C)n2)cc1	-0.6	·	·	4.2	·	i	5.2	·	·	1.8
19	COc1ccc(OC)c(NC(=O)CSc2nnc(Cc3cccn3C)n2-c2ccc(F)cc2)c1	-9.4	0.0	15.7	18.6	4.7	i	0.2	36.3	-1.4	1.1
20	O=C(NCc1cccs1)c1ccc(CS(=O)Cc2ccccc2Cl)o1 (stereo unspecified)	-2.4	0.2	-11.9	2.7	0.9	-3.9	7.0	-10.2	-5.3	3.4

The list goes on, starting with the last six of the part before.
nr	Compound	Anthrax LF prot	PfHsp40 rescue	PriA SSB inh	Y pestis TopoI	Rv3671c protease	Vc quorum ag	MazEF act	VHR inh abs	3CLpro inhibitor	TcdB inh
15	O=C(NCCCc1ccccc1)c1cccs1	0.2	-0.2	-10.4	8.0	4.2	i	6.0	26.9	0.1	1.6
16	Cc1cccc(C)c1NC(=O)C1C2C=CC(C2)C1C(=O)NCc1ccccn1 (stereo unspecified)	-3.2	-1.0	-6.0	7.9	3.4	1.6	8.5	15.6	2.6	0.6
17	CC(C)CCNC(=O)COC(=O)c1cc(Br)c(Br)s1	-0.1	0.1	-5.0	4.8	3.9	i	0.2	14.7	3.1	-0.6
18	COc1ccc(N/C(N)=N/c2nc(C)cc(C)n2)cc1	-0.6	·	·	4.2	·	i	5.2	·	·	1.8
19	COc1ccc(OC)c(NC(=O)CSc2nnc(Cc3cccn3C)n2-c2ccc(F)cc2)c1	-9.4	0.0	15.7	18.6	4.7	i	0.2	36.3	-1.4	1.1
20	O=C(NCc1cccs1)c1ccc(CS(=O)Cc2ccccc2Cl)o1 (stereo unspecified)	-2.4	0.2	-11.9	2.7	0.9	-3.9	7.0	-10.2	-5.3	3.4
21	COc1ccc(OCC(=O)Nc2cc(S(=O)(=O)N3CCCC3)ccc2OCC(F)(F)F)cc1	-3.0	-0.1	-8.1	23.4	·	i	-10.9	·	·	-1.5
22	Cc1cccc(Nc2nnc(SCC(=O)Nc3cccc(S(=O)(=O)N4CCCCC4)c3)s2)c1	-2.0	1.4	-7.5	15.2	-83.4	-0.2	2.0	9.6	2.5	·
23	O=C(c1cccc(C(F)(F)F)c1)C1CCCN(Cc2cccn2-c2ccccn2)C1 (stereo unspecified)	-6.6	0.8	-15.3	10.8	11.7	i	11.7	23.4	0.1	0.7
24	OC1=C(O)c2nc3cc(C(F)(F)F)ccc3nc21	-8.3	1.1	-6.5	-0.5	-10.5	i	-9.3	-3.1	2.8	-1.5
25	C=CCNC(=O)c1c(N)n(-c2cccc(S(N)(=O)=O)c2)c2nc3ccccc3nc12	1.2	0.0	-22.2	17.3	-9.7	-0.5	2.8	18.8	-1.4	·
26	CCCC1=C/C(=C/c2ccc(-c3ccccc3OC)o2)C(=O)O1	0.3	0.3	5.0	-1.1	1.3	-0.2	-14.3	22.9	-0.9	0.9
27	CCOc1cc(C2NC(=O)N(C)C(C)=C2[N+](=O)[O-])ccc1OC(C)=O (stereo unspecified)	1.1	-0.2	-1.6	6.5	6.3	-0.4	-3.8	6.9	1.6	1.0
28	COC(=O)c1c(-c2ccccc2)c[nH]c1C	-6.1	0.5	3.3	4.3	2.8	i	-6.0	-8.5	-0.4	1.0
29	O=C(CSCc1ccccc1)NCc1ccc2c(c1)OCO2	-0.1	0.8	-2.6	0.7	-5.7	-1.8	-5.2	43.7	-5.5	·
30	Cc1cc(C)n2nc(C(=O)OCCOc3cccc(Br)c3)nc2n1	3.2	-1.2	-6.5	16.6	-3.3	-0.4	-22.7	15.3	2.9	·
31	CN(C)S(=O)(=O)c1ccc(NC(=O)c2ccc3ncsc3c2)cc1	·	·	-7.7	·	-14.6	·	-2.0	13.6	2.2	·
32	COc1cc2c(cc1OC)C(=S)NC1(CCCC1)C2	-6.6	2.0	-4.0	3.6	2.9	-0.1	-10.4	40.9	-7.0	-0.8
33	Cc1ccc(N2C(=O)CC(NNC(=O)c3cccc(S(=O)(=O)N4CCCC4)c3)C2=O)cc1 (stereo unspecified)	-0.9	6.1	-15.0	1.5	-10.0	i	5.5	20.9	2.5	-12.4
34	Cc1cccc(-n2c(CNC(=O)c3cccc([N+](=O)[O-])c3C)n[nH]c2=S)c1	-1.0	-0.5	-17.1	7.4	-4.2	-0.2	-3.1	-7.5	3.7	4.0
35	CC1(C(=O)NS(=O)(=O)C2CC2)CCCN(C(=O)c2ccccc2)C1 (stereo unspecified)	-4.6	·	·	0.6	·	i	·	·	·	0.7
36	Cc1cccc(-c2cccc(NC(=O)C3CCCN(C(=O)c4csc(C)n4)C3)c2)c1 (stereo unspecified)	-3.3	2.6	-1.2	13.0	-4.7	-0.6	-2.1	1.6	7.8	2.4
37	CN(C)c1ccc(/C=N/NC(=O)C(O)(c2ccccc2)c2ccccc2)o1	-2.0	1.0	·	13.1	-6.0	1.3	-4.5	2.9	-8.0	·
38	O=C(CSc1nc2ccc(NC(=O)c3ccccc3C(=O)O)cc2s1)Nc1ccc(F)c([N+](=O)[O-])c1	-4.5	0.3	5.5	-15.0	-4.4	-0.2	2.7	17.1	3.2	-7.0
39	COC(C(=O)Nc1ccnn1C1CCN(Cc2cnn(C)c2)CC1)c1ccccc1 (stereo unspecified)	-0.1	-0.8	-2.1	7.5	-5.1	0.2	6.9	14.5	-4.0	1.4
40	Cc1ccccc1OCC(=O)Nc1nnc(C2CC2)s1	1.3	4.4	-11.1	0.8	4.5	i	-3.5	·	·	1.8
41	CN(CCc1ccccn1)C(=O)CC1C(=O)NCCN1Cc1ccc(-c2ccccc2)cc1 (stereo unspecified)	-4.7	-0.5	-3.1	-3.9	-0.7	i	2.1	22.0	-2.8	·
42	COC(=O)c1cc(S(=O)(=O)N2c3ccccc3CC2C)c[nH]1 (stereo unspecified)	-2.5	2.1	-2.2	0.4	-1.2	i	-2.5	1.8	3.2	1.0
43	Cc1c(NC(=O)c2c(F)c(F)c(F)c(F)c2F)c(=O)n(-c2ccccc2)n1C	-3.2	-1.0	-13.5	-1.9	-4.1	i	8.3	7.1	-0.4	·
44	CCN(CC)S(=O)(=O)c1ccc(N2CCOCC2)c(NS(=O)(=O)c2cc(C(C)(C)C)ccc2C)c1	-0.7	0.1	-2.8	-6.9	-12.6	0.8	-7.9	-4.4	8.3	1.3
45	CC(NC(=O)c1ccc(=O)oc1)c1ccccc1 (stereo unspecified)	-2.7	1.8	-11.2	1.9	7.7	2.2	3.7	3.6	6.5	·
46	CCOC(=O)c1sc(=S)n(-c2ccc(C)cc2)c1N	-2.4	-0.4	-2.7	-9.3	-11.6	0.6	-4.1	29.0	0.0	1.5
47	CC(C)CNC(=S)NNC(=O)c1csc2ccccc12	3.9	-0.1	-10.7	0.0	-4.4	i	-1.8	43.4	-3.4	·
48	COc1ccc(N2CCN(CCOc3ccc4c(C)cc(=O)oc4c3)CC2)cc1	-2.9	-1.3	-2.4	2.9	3.9	-0.3	6.9	5.0	-0.8	7.1
49	CCc1nc2c(c(SC)nn2-c2ccccc2)c(N)c1C(=O)OC	-0.8	-0.1	-27.7	9.0	-0.7	i	-1.8	20.0	-0.8	·
50	Cc1ccc(S(=O)(=O)N2CCOCC2)cc1NC(=O)COC(=O)c1cnc(Cl)c(Cl)c1	-3.9	0.5	-14.4	19.8	·	-1.4	2.3	·	·	-0.3
